Source: PubChem
SRC3 inh: human NCOA3 inhibition. Q9Y6Q9. HEK293 GAL4-SRC3 luciferase reporter, luminescence. inhibition, % at 3.6 µM. 0.17% of 360,000 active;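 active means inhibition above a per-campaign cutoff, the mean of all compounds plus 3 SD, cut at about 60% in these data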;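 further: 0% = DMSO-treated cells and 100% = gossypol-treated cells at 36 µM; higher means less SRC3-driven luciferase light from the GAL4 reporter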
TWEAK-Fn14 inh: blocks TWEAK-Fn14 interaction in a reporter cell assay | TWEAK-stimulated Fn14 reporter cells, luciferase luminescence, 8 h | inhibition, % at 10 µM | 2% of 360,000 active | AID 1159606; in the data active means inhibition above about 50%
NOD2-RIPK2 inh: inhibitors of human NOD2-RIPK2 interaction. inhibition, % at 4.98 µM. O43353. 0.38% of 360,000 active. CHO BLA complementation NOD2-RIPK2, CCF4 ratio. AID 624267; in the data active means inhibition above about 21%;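 further: 0% = vehicle only and 100% = reference blocker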
NR2F2 inh: inhibitors of human COUP-TFII (NR2F2). P24468. HEK293T NGFI-A luciferase reporter, luminescence. inhibition, % at 8.6 µM. 0.7% of 370,000 active. AID 686940;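 active means inhibition above a per-plate cutoff, mean inhibition of test wells between control levels plus 3 SD, cut at about 38% in these data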;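 further: cells cotransfected with COUP-TFII expression vector driving the NGFI-A reporter; 0% = median of COUP-TF2 test wells and 100% = reporter-only cells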
Target sequence (P24468 whole entry, looked up): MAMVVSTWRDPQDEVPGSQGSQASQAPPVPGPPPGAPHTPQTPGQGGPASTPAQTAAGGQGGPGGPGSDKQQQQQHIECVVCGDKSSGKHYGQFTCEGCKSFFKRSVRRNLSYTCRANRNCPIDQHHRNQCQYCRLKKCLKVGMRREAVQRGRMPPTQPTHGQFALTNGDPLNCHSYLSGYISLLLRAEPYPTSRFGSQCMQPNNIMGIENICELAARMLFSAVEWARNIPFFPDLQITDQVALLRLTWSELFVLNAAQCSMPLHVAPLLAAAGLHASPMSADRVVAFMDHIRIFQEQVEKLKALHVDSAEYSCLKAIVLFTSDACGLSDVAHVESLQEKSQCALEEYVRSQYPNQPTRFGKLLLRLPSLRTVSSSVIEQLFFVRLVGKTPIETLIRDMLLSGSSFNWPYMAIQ
SRC1 inh: human NCOA1 inhibition. Q15788. HEK293 GAL4-SRC1 luciferase reporter, luminescence. inhibition, % at 3.6 µM. 0.12% of 360,000 active;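 active means inhibition above the campaign mean plus 3 SD, with each screening campaign given its own cutoff, cut at about 60% in these data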;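 further: 0% = DMSO treated cells and 100% = gossypol at 36 µM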
TLR9-MyD88 block: inhibitors of human TLR9-MyD88 binding; 0.21% of 340,000 active; CHO BLA complementation TLR9-MyD88, CCF4 FRET ratio; inhibition, % at 4.98 µM; AID 504734;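 active means inhibition above the mean over all tested compounds plus 3 SD, cut at about 21% in these data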;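 further: 0% = DMSO only wells and 100% = clavulanate BLA inhibitor control wells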
NR5A2 inv ag: NR5A2 inverse agonism in reporter assay; 0.13% of 360,000 active; HEK293T StAR-luciferase reporter, LRH-1 transfected, 24 h; O00482; inhibition, % at 3.6 µM; AID 602396;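 active means inhibition above the mean inhibition of all tested compounds plus 3 SD, cut at about 73% in these data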;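 further: 0% = DMSO wells and 100% = reporter-only cells lacking LRH-1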
Target sequence (O00482 whole entry, looked up): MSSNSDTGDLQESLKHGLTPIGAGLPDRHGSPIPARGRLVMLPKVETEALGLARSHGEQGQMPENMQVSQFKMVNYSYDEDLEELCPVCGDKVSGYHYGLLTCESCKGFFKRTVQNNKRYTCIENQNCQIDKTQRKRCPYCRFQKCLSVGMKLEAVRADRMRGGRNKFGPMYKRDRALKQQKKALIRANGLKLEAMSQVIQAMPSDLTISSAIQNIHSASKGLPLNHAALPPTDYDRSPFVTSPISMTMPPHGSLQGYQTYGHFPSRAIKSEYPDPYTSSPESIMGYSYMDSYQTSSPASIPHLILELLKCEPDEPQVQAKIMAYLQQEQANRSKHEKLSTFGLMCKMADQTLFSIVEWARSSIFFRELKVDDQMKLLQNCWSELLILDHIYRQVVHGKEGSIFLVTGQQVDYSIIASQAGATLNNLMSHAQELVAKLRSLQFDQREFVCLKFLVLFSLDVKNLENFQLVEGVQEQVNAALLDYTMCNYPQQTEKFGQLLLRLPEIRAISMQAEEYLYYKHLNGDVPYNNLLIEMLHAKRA
TRAIL sens C8: sensitizes caspase-8 expressing cells to TRAIL | AID 624354 | inhibition (viability loss, TRAIL sensitization), % at 10 µM | NB7+C8 cells + TRAIL, ATPlite viability luminescence | 1% of 360,000 active;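 active means compounds causing at least 50% loss of cell viability in the single-dose screen, relative to plate controls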
SRC2 inh: human SRC2 (NCOA2) inhibition. AID 651957. 0.17% of 370,000 active. Q15596. HEK293 GAL4-SRC2 luciferase reporter, luminescence. inhibition, % at 9 µM;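 active means inhibition above the mean inhibition of all tested compounds plus 3 SD, set per campaign, cut at about 52% in these data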;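 further: 0% = DMSO treated cells and 100% = cells given Gossypol at 36 µM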
TROY signal inh: inhibitors of TROY-dependent NF-kB signaling; Q293 LMP1-TROYcd NF-kB luciferase reporter, 4 h; 0.98% of 360,000 active; inhibition, % at 10 µM;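 active means compounds whose plate-normalised and pattern-corrected inhibition of the luciferase reporter signal at the single screening dose is 50% or more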
LMP1 NFkB inh: reduces LMP1-driven NF-kappaB luciferase signal; LMP1-induced NF-kappaB luciferase reporter cells, luminescence; 0.69% of 350,000 active; inhibition, % at 12.5 µM; AID 504558; in the data active means inhibition above about 41%;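 further: 0% = neutral control wells and 100% = reference inhibitor control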
* hit, by the source's call; . = no result given.

SMILES	SRC3 inh	TWEAK-Fn14 inh	NOD2-RIPK2 inh	NR2F2 inh	SRC1 inh	TLR9-MyD88 block	NR5A2 inv ag	TRAIL sens C8	SRC2 inh	TROY signal inh	LMP1 NFkB inh
CC(C)C(NS(=O)(=O)c1cccs1)C(=O)N1CCC(C(N)=O)CC1 (configuration not stated)	13	9	3	4	-21	-3	13	10	-7	-25	-2
COc1ccc(OCC(=O)Nc2ccc3c(c2)nc(CCn2ccccc2=O)n3C)cc1	-8	22	4	-10	-8	2	-13	-4	4	-16	4
O=C(Nc1ccc(N2CCCCC2)c(C(=O)O)c1)c1ccco1	2	-1	-1	12	4	3	11	-19	-28	-14	-3
CCC/C(=N\NC(=O)c1csc(C)c1C)c1cccs1	-45	-9	-4	-26	-58	-1	-86	41	-50	-35	-2
CN(C)CCNc1nc2c(c(=O)[nH]c(=O)n2C)n1CC(O)COc1ccc(Cl)cc1Cl (configuration not stated)	4	-33	4	-18	-4	3	6	-1	-46	3	0
COc1cc(CCC(=O)Nc2ccc(S(=O)(=O)NC3=NCCCCC3)cc2)cc(OC)c1OC	-22	16	0	26	-12	-5	-3	0	-9	-3	6
N#CC(OC(=O)c1ccccc1)c1ccccc1 (configuration not stated)	5	-9	0	8	7	2	-12	7	4	2	2
Cc1cc2c(cc1S(=O)(=O)N1CCN(c3cccc(C)c3C)CC1)OCCN2C	5	-3	6	-3	12	-2	13	1	10	15	8
CSc1ncccc1C(=O)OCn1nnc2ccccc2c1=O	1	-14	-2	-1	3	5	-17	-7	-10	-10	-17
COc1ccc(CN2CCC(Oc3ccc(C(=O)N4CCCC4)cc3)CC2)c(F)c1	4	23	-1	20	-6	0	7	-7	-7	0	11
COc1cccc(-c2nnn(CC(=O)N(C3CCCCC3)C3CCS(=O)(=O)C3)n2)c1 (configuration not stated)	-28	-13	-6	0	-6	0	-8	-7	-46	5	0
CCOc1cc(/C=C/c2cc(C(=O)O)c3ccccc3n2)ccc1O	8	-1	1	-2	-8	-7	-27	37	-18	-20	11
C[C@@H]1CN([C@H](C)CO)C(=O)CCCn2nncc2CO[C@@H]1CN(C)C(=O)NC1CCCCC1	5	2	-11	7	2	7	5	-8	-28	-3	1
Cc1cc(C(=O)CSc2ccc3c(c2)OCCO3)c(C)n1C1CC1	-58	-16	-3	-19	-49	-1	-89	-2	-12	-29	-22
CNc1c(NS(=O)(=O)c2ccc(F)cc2)c(=O)oc2ccccc12	18	30	0	0	3	-3	-14	-17	8	12	-9
COc1ccc2c(c1)nc(NCCCO)n2Cc1ccccc1	-1	-16	1	-14	-5	-10	5	-2	5	6	9
O=C(NCc1ccco1)C1CCN(S(=O)(=O)c2cccc3cccnc23)CC1	1	12	-2	11	-20	-2	-14	3	-2	-10	1
CC(=O)Nc1cccc(Oc2ccc(-c3noc(C)n3)cc2)c1	-58	1	-10	-23	-111	-8	-109	16	-14	-38	-20
O=c1c2c(O)cc(O)cc2oc2c(O)ccc(O[C@H]3O[C@@H](CO)[C@H](O)[C@@H](O)[C@@H]3O)c12	-44	9	-5	0	-7	0	10	-6	9	7	-8
CCn1cc(/C=C(\NC(=O)c2cc(OC)c(OC)c(OC)c2)C(=O)NCCN2CCOCC2)c2ccccc21	15	17	-6	2	18	-6	2	11	-14	5	-5
Nc1c(NCCN2CCOCC2)c2ccccc2oc1=O	3	0	-7	2	-1	2	-19	11	7	0	-3
CCC(CC)c1nnc(NC(=O)CS(=O)(=O)c2ccc(C)cc2)s1	5	12	-2	-5	4	-9	0	-7	7	-1	-3
Cc1cccn2c(=O)c3cc(C(=O)NCCCN4CCCC4=O)n(C)c3nc12	4	-16	-6	-10	8	1	0	2	-37	-6	3
CCCCCn1c(=O)c2ccccc2n2c(=S)[nH]nc12	-10	-24	7	-15	-24	-5	-16	1	-4	18	7
Clc1ccc(NNc2ccnc3cc(Cl)ccc23)cc1	7	-4	5	1	-9	-1	-4	3	-5	-18	-8
CCOC(=O)C1CC2=C(CCCC2=O)NC1=O (configuration not stated)	4	11	8	-13	-7	4	4	0	10	-1	0
CC(C)N(C(=O)COC(=O)[C@H](C)NC(=O)c1ccco1)c1ccccc1	9	13	13	20	2	0	-18	-6	14	-3	-5
O=C(/C=C/c1ccco1)N1CCN(c2ccccc2)CC1	-1	9	-6	4	4	3	3	1	-20	-6	-3
CCOC(=O)N1CCN(CC(O)c2ccc3c(c2)CCN3)CC1 (configuration not stated)	9	-7	-10	7	6	-10	27	0	2	15	1
Cc1csc(NC(=O)c2ccc3c(=O)n4c(nc3c2)CCCCC4)n1	-59	31	-5	-15	-72	3	-128	31	-59	-36	-19
O=C(Nc1ccccc1N1CCCC1)c1ccc([N+](=O)[O-])o1	-5	5	-12	-10	-9	-1	37	22	-9	11	-13
OCCNCC12CC3CC(CC(C3)C1)C2	10	-9	-8	2	1	-3	0	8	-23	-6	-3
O=C(NNc1cccc(Cl)n1)Nc1ccccc1Cl	-15	12	-3	10	-4	-7	-1	-9	13	-11	10
CC(C)C(=O)Nc1cccc(NC(=S)NC(=O)c2ccc(Cl)cc2)c1	-22	9	2	5	-36	11	-59	16	-32	12	-13
O=C(Nc1ccc2c(c1)CCC2)c1cc(S(=O)(=O)N2CCN(c3ccccc3)CC2)ccc1Cl	4	16	4	2	-11	-7	-8	1	-20	0	7
CN(C)c1nc(NNC(=O)c2ccccc2)nc(N(C)C)n1	2	0	-22	5	-15	4	-5	0	19	0	-4
O=c1[nH]cnc(O)c1C1C=CC=CC=C1	-5	12	-10	-10	0	-12	15	1	25	-8	0
C=C(C)c1cccc(C(C)(C)NC(=O)Nc2ccc(OC)cc2)c1	4	4	-4	-17	-6	1	15	2	-12	-23	0
Cc1sc(NC(=O)CCCC(=O)O)c(C#N)c1C	-5	-10	-2	-6	1	1	9	0	-37	-8	3
COc1cc(/C=N/NC(=O)CCNC(=O)c2ccccc2Cl)ccc1O	10	-12	-3	12	7	-5	23	-2	11	-7	-16
CCOC(=O)c1cnc(SCC(=O)NNC(=O)c2ccco2)nc1N	12	19	-15	1	6	1	7	-12	-29	9	-6
Cc1cc(C(=O)NNC(=O)c2cccc(S(=O)(=O)N3CCOCC3)c2)c2ccccc2n1	3	9	-1	2	16	0	4	-3	-15	-6	3
COc1ccc2[nH]c(-c3cccc(F)c3)cc(=O)c2c1	-57	-13	-1	-39	-98	4	-19	25	-2	-20	-6
Cc1c2ccccc2cc[n+]1CCCS(=O)(=O)[O-]	-4	13	-7	-5	1	-2	9	-2	13	14	8
CCOC(=O)C(=O)N1CCC(Cc2ccccc2)CC1	0	-3	8	-3	-32	-13	2	20	5	-2	-6
CC(=O)c1ccc(N2CCN(C(=O)c3ccc(S(=O)(=O)NCc4ccco4)cc3)CC2)cc1	-12	-3	-12	6	5	4	-7	4	13	-19	10
ClC1=CN(C2=NCCC2)CC1	-6	-1	-6	.	1	.	-8	-6	.	0	.
CCOC(=O)C1CCN(C(=O)Cc2cccs2)CC1	-24	5	-12	-14	-1	10	-11	1	-31	1	0
O=C(CCCNS(=O)(=O)c1ccc(F)cc1)Nc1ccc(F)cc1	3	97*	5	1	4	-11	4	13	-17	1	-4
CCOc1cc(/C=C2/C(=O)N(c3ccccc3)N=C2C)ccc1OC(=O)c1cccs1	13	7	3	.	-13	9	18	-16	.	-1	-20
CC(=O)N1CCN(c2ccc(NC(=O)c3ccc(F)cc3)cc2)CC1	-10	-10	5	-2	-5	10	4	3	10	3	-4
COc1ccc(C(=O)Cn2c(NCCO)nc3ccccc32)cc1	12	9	2	3	8	-10	4	-6	-13	16	-4
CCCCNC(=O)/C=C/c1cccs1	-14	-17	6	-11	-15	13	-3	-7	-36	-34	-3
COc1ccc(OC)c(-c2csc(NC(=O)Cc3cccs3)n2)c1	3	-10	10	-4	-8	-2	15	4	-4	-41	-7
CSc1nc2c(c(=O)[nH]1)C(c1ccc(Cl)cc1)CC(=O)N2 (configuration not stated)	18	-32	-10	-12	-2	0	17	-2	16	17	-8
CCOC(=O)c1cc(NC(=O)N2CCCc3ccccc32)c(C)nc1C	8	-1	-5	2	-9	-5	4	-8	-18	.	1
O=C(COC(=O)CN1C(=O)NC2(CCCCC2)C1=O)Nc1cc(F)ccc1F	15	18	-3	-27	6	-6	-10	5	-24	-1	1
Cc1c(C(=O)OCC(=O)NC2CCCCC2)oc2ccccc12	-3	3	4	1	0	3	5	-1	-6	-12	2
Cc1nc2ccccc2nc1OCC(=O)Nc1ccccc1	-11	-2	-4	12	-12	0	14	-11	-10	4	5
CCNC(=O)C1(C)CCN(C(=O)c2cccnc2SC)C1 (configuration not stated)	4	-15	-3	6	9	.	13	-13	2	-3	.

(next part)
SMILES	SRC3 inh	TWEAK-Fn14 inh	NOD2-RIPK2 inh	NR2F2 inh	SRC1 inh	TLR9-MyD88 block	NR5A2 inv ag	TRAIL sens C8	SRC2 inh	TROY signal inh	LMP1 NFkB inh
CC(C)(C)C1=CC(=Nc2ccccc2N)C=C(C(C)(C)C)C1=O	-88	33	-7	-24	-101	-25	-147	-1	-32	-21	-7
CCCS(=O)(=O)NC(=O)C1(C)CCCN(C(=O)c2ccc3ccccc3c2)C1 (configuration not stated)	-6	3	-3	2	-8	.	-1	4	-4	2	.
CC(C)(Sc1cc(C(C)(C)C)c(O)c(C(C)(C)C)c1)Sc1cc(C(C)(C)C)c(O)c(C(C)(C)C)c1	50	-5	-13	-16	22	-5	27	0	-5	7	0
Cc1ccc(C(C(=O)NC2CCCCC2)N(CCCN2CCOCC2)C(=O)c2snc(C(N)=O)c2N)cc1 (configuration not stated)	-20	33	-5	10	-6	-5	-4	7	-12	-1	1
Cc1c(C)n(CCc2ccccc2)c2ncnc(NCCCO)c12	-101	7	-2	-75	-105	-5	-138	19	-38	-73	-37
CCOC(=O)C(C)n1nc(/C=C/c2ccc(OC)cc2)ccc1=O (configuration not stated)	-13	4	-10	-6	-8	1	-5	19	-1	16	20
CCOC(=O)c1c(C)[nH]c(C)c1C(=O)COC(=O)/C=C/c1cccc([N+](=O)[O-])c1	0	-7	-2	-11	8	0	-14	-10	20	-10	7
S=C(NCc1ccc(Cl)cc1)Nc1ccccc1Cl	5	-13	-7	-5	-2	9	2	5	-1	-18	-6
Cc1ccc(C(=O)Nc2cnc3sc(C)nn3c2=O)cc1	-47	-17	-1	-19	-59	-6	-62	6	-49	-46	-5
COc1cccc(NC(=O)N2CCN(c3ccc(C(F)(F)F)cn3)CC2)c1	0	-7	6	-22	5	7	13	15	1	12	8
O=C(N/N=C/c1ccc(Cl)s1)C(O)c1ccccc1 (configuration not stated)	-13	19	-3	5	10	2	5	5	12	8	-13
Cc1cccc(Cl)c1NC(=O)N1CCN(c2ccnc3cc(Cl)ccc23)CC1	25	-3	3	1	19	3	0	21	-9	22	26
CCOc1ccc(NC(=O)C2CCCN(c3nc(C)cc(C)n3)C2)cc1 (configuration not stated)	4	23	-16	-3	14	-7	-5	-6	-15	4	-4

Some values from above:
SRC2 inh result of O=C(Nc1ccc(N2CCCCC2)c(C(=O)O)c1)c1ccco1 : -28
SRC2 inh result of CCOC(=O)c1cc(NC(=O)N2CCCc3ccccc32)c(C)nc1C : -18

A portion of the library; rates above refer to the full screens.
